# CCHFV vOTU inh: blocks the CCHF virus ovarian tumor domain protease; CCHFV vOTU protease, Pep-AMC fluorescence; inhibition, % at 11.5 µM; 370,000 tested, 0.55% active; in the data active = inhibition above about 30%; also: 0% = vehicle wells with enzyme and 100% = no enzyme wells
# PrPC TRFRET: cell surface PrPC inhibition, primary TR-FRET screen; inhibition, % at 13.8 µM; TR-FRET read-out; P04156; 370,000 tested, 0.43% active; in the data active = inhibition above about 24%; also: 0% = median of the test wells and 100% = reference compound wells
# TcdB inh: blocks C. difficile toxin B glycohydrolase activity. P18177. TcdB glycohydrolase enzymatic assay, plate reader. inhibition, % at 9.99 µM. 350,000 tested, 0.24% active; in the data active = inhibition above about 10%
# The depositor's hits bear a star; & = joins results of further samples. Not all compounds are listed; rates above refer to the full screens.
SMILES | CCHFV vOTU inh | PrPC TRFRET | TcdB inh
CCCCCCCCN1C(=O)[C@@H](CC(=O)NCCCN2CCCC2=O)C[C@@]2(C(=O)OC)C1=C[C@H](C(C)(C)C)O[C@@H]2C | 29 | 7 | 1.4
C=CC1C[N+]2(C)CCC1CC2C(O)c1ccnc2ccccc12 (stereo unspecified) | 0 | 7 | 0.9
C[C@H]1COc2cccc(N3CCCC3)c2S(=O)(=O)N1 | 14 | 4 | -11
Cc1ccc(Cl)cc1NC(=O)COC(=O)c1ccc(N2CCCC2)c([N+](=O)[O-])c1 | -2 | -4 | 0.8
O=C(Cn1nnc(N2CCCCC2)n1)NN=Cc1ccccc1O | 2 | 11 | -11
CC(=O)Nc1ccc(NC2=C(Cl)C(=O)c3ccccc3C2=O)cc1 | 2 | -16 | -0.5
COC(=O)[C@]12C[C@H](CC(=O)NCc3cccc(C(F)(F)F)c3)C(=O)N(Cc3ccc4c(c3)OCO4)C1=C[C@H](COCc1ccccc1)O[C@@H]2C | 17 | -5 | 2.4
C=CCn1c(C(C)n2c(-c3cnccn3)nc3ccccc32)nc2ccccc21 (stereo unspecified) | 0 | -2 | -0.5
CCOC(=O)N1CCN(C(=O)C[C@@H]2C[C@@]3(C(=O)OC)CC(C)(C)CC=C3N(Cc3ccccc3)C2=O)CC1 | 20 | -1 | 1.4
CCCN1C(=O)c2[nH]nc(-c3ccccc3)c2C1c1ccccc1 (stereo unspecified) | 2 | -2 | 1.2
Cc1ccc2nc(-c3cccc(Br)c3)c(Cc3cccc(F)c3)n2c1 | 8 | 3 | 2.5
CCCc1nc2c(C)cc(Br)cn2c1Cc1ccccc1OC | 23 | -5 | 1.3
Cc1cccc(C)c1NC(=O)C(C1CC1)n1c(-c2ccc(-c3ccccc3)cc2)nc2ccccc21 (stereo unspecified) | 5 | 0 | -0.9
Cc1cc2c(cc1C)-c1nnnn1C(N1CCCC1)C(=O)N2 (stereo unspecified) | 18 | 8 | 1.8
COC(=O)C1=C(C)N(Cc2ccc(C(F)(F)F)cc2)C(=NCc2ccccc2C(F)(F)F)NC1c1ccc(Cl)cc1 (stereo unspecified) | 10 | -5 | -0.6

# More compounds:
SMILES | CCHFV vOTU inh | PrPC TRFRET | TcdB inh
O=C1CC(c2ccccc2Cl)Cc2c1cnn2-c1nc2ccccc2s1 (stereo unspecified) | 7 | 3 | 0.0
Cc1ccc(NC(=O)OC[C@@H]2CSCCS(=O)(=O)N2)cc1 | -1 | -5 | 0.4
CCOC(=O)[C@]12CCCC=C1N(CCC1=CCCCC1)C(=O)[C@H](CC(=O)NCCC(C)C)C2 | 20 | 10 | 0.6
CC(=O)c1ccc(-c2ccccc2C2=CC(=O)CC(C)(C)C2=O)cc1 | 5 | -13 | 3.0
C[C@H]1CN(c2ccc(N3CCN(C(=O)OC(C)(C)C)C[C@@H]3C)cc2C#N)CCN1Cc1ccccc1 | 12 | 17 | 2.7
Cc1ccc2nc(NC3=NC(CC(=O)O)C(=O)N3)nc(C)c2c1 (stereo unspecified) | 2 | -7 | -0.6
c1ccc(Nc2ccc(NCCc3c[nH]c4ccccc34)cc2)cc1 | 8 | -17 | 0.3
COc1ccc(OC(=O)N(C)C[C@H]2OCc3cnnn3CCCC(=O)N([C@@H](C)CO)C[C@@H]2C)cc1 | 6 | 6 | -6.8&-0.5
CN(C)Cc1cn(CC[C@@H]2CC[C@@H](NC(=O)Nc3ccccc3F)[C@@H](CO)O2)nn1 | 0 | 3 | -0.3&1.0
Cc1ccc(S(=O)(=O)N2C3CCCCC3O[C@H]2CC(=O)Oc2ccccc2)cc1 (stereo partly specified) | 14 | 6 | -0.7
CC(=O)N1CCN(c2ccc(N3CCN(Cc4ccccc4)[C@@H](C)C3)c(C)c2)[C@@H](C)C1 | 11 | 6 | -11
CCOC(=O)C1=C(C(=O)OCC)C2N(Cc3ccc(C(F)(F)F)cc3)c3ccccc3[C@@]23C[C@@H](C(=O)OC)N(S(=O)(=O)c2ccc(OC)cc2)C3=N1 (stereo partly specified) | -6 | 8 | 0.3
COCCN1C(=O)CN(S(C)(=O)=O)CC1(C)C(=O)NC(C)C (stereo unspecified) | -5 | 2 | 0.6
O=S1(=O)N[C@@H](Cc2ccccc2)COc2cc(N3CCCCC3)ccc21 | 13 | -4 | 0.8
COc1cccc(C2NC(=O)N(CCCC(=O)O)C(C)=C2C(=O)OCc2ccccc2)c1 (stereo unspecified) | 2 | -3 | -1.7

# Rewritten as labelled records: four of the compounds above
structure: CCOC(=O)C1=C(C(=O)OCC)C2N(Cc3ccc(C(F)(F)F)cc3)c3ccccc3[C@@]23C[C@@H](C(=O)OC)N(S(=O)(=O)c2ccc(OC)cc2)C3=N1 (stereo partly specified)
  CCHFV vOTU inh: -6	PrPC TRFRET: 8	TcdB inh: 0.3
structure: COc1ccc(OC(=O)N(C)C[C@H]2OCc3cnnn3CCCC(=O)N([C@@H](C)CO)C[C@@H]2C)cc1
  CCHFV vOTU inh: 6	PrPC TRFRET: 6	TcdB inh: -6.8&-0.5
structure: COc1cccc(C2NC(=O)N(CCCC(=O)O)C(C)=C2C(=O)OCc2ccccc2)c1 (stereo unspecified)
  CCHFV vOTU inh: 2	PrPC TRFRET: -3	TcdB inh: -1.7
structure: C[C@H]1CN(c2ccc(N3CCN(C(=O)OC(C)(C)C)C[C@@H]3C)cc2C#N)CCN1Cc1ccccc1
  CCHFV vOTU inh: 12	PrPC TRFRET: 17	TcdB inh: 2.7

# (listing goes on)
SMILES | CCHFV vOTU inh | PrPC TRFRET | TcdB inh
COc1ccccc1N/C=C1/Sc2cc(Cl)ccc2NC1=O | 4 | 10 | -5.3
Cc1ccc(Cl)cc1NC(=O)OCCN(C)C(=O)Nc1cc(Cl)ccc1C | 20 | 2 | 1.6
O=C(N[C@H](C(=O)N1CCC[C@H]1C(=O)NCCc1ccccc1Cl)c1ccccc1)c1ccco1 | 4 | -3 | 0.9
COc1ccc(CNC(=O)C[C@@H]2CC[C@@H](NS(=O)(=O)c3cccc(OC)c3)[C@@H](CO)O2)cc1 | 0 | 4 | 0.6&0.6
COC(=O)C[C@@H]1CC[C@H]2[C@H](COc3ccc(NC(=O)Nc4cccc(C#N)c4)cc3C(=O)N2C)O1 | 0 | -4 | -0.6
O=C(NC1CCCCC1)C(CCc1ccccc1)n1c(=O)c(-c2ccccc2)nc2ccccc21 (stereo unspecified) | 1 | 3 | 0.9
CSCCC(c1nc2ccccc2[nH]1)n1c(-c2ccc(C)cc2)nc2ccccc21 (stereo unspecified) | 5 | 8 | 0.6
O=C1NC(Cc2ccc(O)cc2)c2nc3ccc(Br)cc3c(=O)n2-c2ccc(Cl)cc21 (stereo unspecified) | 10 | 4 | 0.7
CC[C@H](C)[C@@H]1NC(=O)c2cc([N+](=O)[O-])cc(I)c2SC[C@@H](C(N)=O)NC(=O)[C@H](CCCCN)NC1=O | 6 | -25 | 2.0
COc1cc(/C=N/O)ccc1OCc1ccc(Cl)cc1 | 8 | 12 | 7.6
CC(C)[C@H](NC(=O)C1CC1)C(=O)N1CCC[C@H]1C(=O)NCCc1ccccc1Cl | 3 | -5 | 1.4
COC(=O)C1=C(C)N(Cc2ccccc2C(F)(F)F)C(=NCc2ccc3c(c2)OCO3)NC1c1cccc(C(F)(F)F)c1 (stereo unspecified) | 21 | -3 | 1.2
CCc1cc2c(nc1CC)CCCN2Cc1ccc(Br)cc1 | -5 | -11 | 2.7
COC(=O)C1=C(C)N(Cc2ccc(C(F)(F)F)cc2)C(=NCC2CC2)NC1c1cccc(Cl)c1 (stereo unspecified) | 20 | -11 | 2.1
COCCCn1cnn2c(=O)c3ccccc3nc2c1=O | -1 | -5 | -0.4

# Carrying on:
SMILES | CCHFV vOTU inh | PrPC TRFRET | TcdB inh
CN(C)C(=S)N=Nc1[nH]c2ccccc2c1O | -1 | -13 | 0.2
CCCOc1ccc(C(=O)CCC(=O)OCC(=O)Nc2ccc(OCC)cc2)cc1 | -2 | -2 | 0.0
C=CCn1nc(C(=O)Nc2ccc(OC)cc2)cc1-c1sc(NC(=O)c2ccccc2)nc1C | -1 | 1 | 0.5
CC(C)CN1C(=O)CSCC1(C)C(=O)NCc1ccccc1 (stereo unspecified) | 7 | 0 | -0.7
Cc1ccc(CN2C(=O)/C(=C\c3ccc(C(=O)NCc4cccnc4)cc3)Oc3ccccc32)cc1 | 2 | 4 | -0.3
Cc1ccc(-n2[nH]c(C)c(C=Nc3ccc(S(=O)(=O)N4CCOCC4)cc3)c2=O)c(C)c1 | 12 | -1 | 0.1
CCOC(=O)C1=C(C)N(CCCC(=O)O)C(=O)NC1c1ccccc1Cl (stereo unspecified) | 1 | 1 | 0.0
COC(=O)[C@]12C[C@H](CC(=O)N3CCOCC3)C(=O)N(Cc3ccccc3)C1=C[C@H](C1CCCC1)O[C@@H]2C | 15 | 2 | 0.9
CCn1cnc2cc(NCc3ccc(Br)cc3)ccc21 | 9 | 8 | -0.7
CCC(c1nc2ccccc2[nH]1)n1c(-c2cnccn2)nc2ccccc21 (stereo unspecified) | -9 | 6 | -0.1
COC(=O)[C@@]1(Cc2ccc(F)cc2)[C@H]2c3cc(C(=O)N(C)C)n(Cc4nc5ccccc5[nH]4)c3C[C@H]2CN1C(=O)c1ccccc1 | 14 | -8 | -3.6
COCCN1C(=O)[C@H]2C[C@@]13O[C@H](c1ccccn1)N=C3CC1c3ccccc3C[C@@]12C (stereo partly specified) | -5 | -3 | 0.9
CC(=O)Nc1ccc(N=Cc2c(O)c(C(=O)Nc3ccccc3)cc3ccccc23)cc1 | 7 | 0 | -0.7
COc1ccc(C2CC(=O)C(c3ccccc3)=CN2Cc2ccccc2)cc1 (stereo unspecified) | 29 | 7 | 0.9
COC(=O)C1=C(C(=O)OC)[C@@H]2N(C)c3ccc(OC)cc3[C@@]23C[C@@H](C(=O)OC)N(C(=O)COCc2ccccc2)C3=N1 | 5 | -2 | 0.2

# Next section:
SMILES | CCHFV vOTU inh | PrPC TRFRET | TcdB inh
COc1ccc2cc(/C=N/NC(=O)CN(c3ccccc3OC)S(=O)(=O)c3ccccc3)c(Cl)nc2c1 | -4 | 6 | 0.3
Cc1cccc(C)c1NC(=O)C1(C)CN(S(C)(=O)=O)CC(=O)N1Cc1cccc(F)c1 (stereo unspecified) | -12 | 3 | 1.1
COC(=O)c1cc2c(c3c4cc(F)ccc4n(S(=O)(=O)c4cccc(C)c4)c13)C(=O)N(Cc1ccc(C(F)(F)F)cc1)C2 | 11 | 1 | 1.9
CN(C)c1ccc(N(C)C)c(C(O)(c2ccccc2)c2ccccc2)c1 | 2 | 6 | -1.8
COC(=O)N[C@H]1CC=C[C@@H]1Cc1cccc(Oc2ccccc2)c1 | 10 | 10 | -1.4
CN[C@H]1C[C@@H](c2ccccc2Br)N(C(C)=O)C[C@H]1CO | -5 | 10 | 1.2
CN1CCc2nc(SCc3ccc(Cl)cc3)c(C#N)c(-c3cccs3)c2C1 | 14 | -7 | 3.4
CC1(C(=O)NCc2ccccc2)CSCC(=O)N1C1CCN(Cc2ccccc2)CC1 (stereo unspecified) | 20 | -2 | -9.8
COc1ccccc1-n1cnnc1SCC(=O)Nc1cccc(S(=O)(=O)N2CCCCC2)c1 | -3 | -5 | -1.1
Cc1noc(C)c1NC(=O)N(C)C[C@H]1OCc2cn(nn2)CCCC(=O)N([C@H](C)CO)C[C@@H]1C | -5 | -9 | -0.1&1.0
NC(=O)c1c(N)[nH]c(C(=O)c2ccccc2)c1-c1ccc(Br)cc1 | 11 | -5 | 0.7
Nc1c(Br)cc2c3c(cccc13)-c1ccccc1-2 | 10 | 2 | -0.3
Cc1cccc(C)c1NC(=O)C(c1ccccc1)n1c(=O)c(-c2cc3ccccc3[nH]2)nc2ccccc21 (stereo unspecified) | -17 | 7 | -0.3
C=CCc1ccc2c(c1)OCO2 | 0 | -5 | 0.7
COC(=O)[C@]12C[C@H](CC(=O)NCc3cccc4ccccc34)C(=O)N(Cc3ccc4c(c3)OCO4)C1=C[C@H](COCc1ccccc1)O[C@@H]2C | 7 | -1 | 0.3

# (continued)
SMILES | CCHFV vOTU inh | PrPC TRFRET | TcdB inh
O=S1(=O)c2cc(Cl)ccc2N2CC[C@H](C2)N1Cc1ccc(Cl)c(Cl)c1 | -2 | -5 | 0.4
CCOC(=O)c1ccc(NC(=O)Nc2cc(C)cc(C)n2)cc1 | 12 | 7 | 0.7
CC(C)(C)C(=O)c1c(N)[nH]c(C(=O)c2ccccc2)c1-c1ccccc1 | 13 | 0 | 1.8
C=CCN1[C@@H](C)[C@H](c2ccccc2)Oc2cccc(N3CCCC(C)C3)c2S1(=O)=O (stereo partly specified) | -5 | -5 | 0.9
Cc1cccc(C)c1NC(=O)C(c1ccnc2ccccc12)n1c(=O)c(-c2ccco2)nc2ccccc21 (stereo unspecified) | 9 | 10 | 1.0
COC(=O)[C@@]12C[C@@H](CC(=O)NCCCCc3ccccc3)C(=O)N(Cc3ccc4c(c3)OCO4)C1=CCC(C)(C)C2 | 16 | 13 | -10
Cc1cc(-c2cc(NC(=O)Cc3c(C)[nH]c4ccccc34)ccc2N(C)c2cccnc2)ccc1F | 9 | 14 | 0.5
COC(=O)C1=C(C)N(C)C(=NCc2ccc(C(F)(F)F)cc2)NC1c1ccccc1C(F)(F)F (stereo unspecified) | 22 | 3 | 1.6
C[n+]1cc2c3c(ccc2c2ccc4cc5c(cc4c21)OCO5)OCO3 | 0 | 87* | 0.2
COC(=O)[C@]12CCCCC=C1N(Cc1ccc3c(c1)OCO3)C(=O)[C@H](CC(=O)N1CCC(c3ccccc3)CC1)C2 | 0 | -1 | 2.5
O=C(CCCn1c(=O)c2ccccc2n(Cc2cccc(F)c2)c1=O)NC1CCN(Cc2ccccc2)CC1 | 6 | -7 | 2.7
O=C(/C=C(\Nc1cccc(Cl)c1F)c1ccccc1)c1ccccc1 | 9 | -2 | 0.9
COCCN1C(=O)CN(S(C)(=O)=O)CC1(C)C(=O)Nc1ccc2c(c1)OCCO2 (stereo unspecified) | -5 | 4 | 1.7
COc1ccc(C(C(=O)Nc2c(C)cccc2C)N2CCN(c3ccc(C)cc3)CC2)cc1 (stereo unspecified) | 3 | 1 | 0.8

# High-throughput results as filed in PubChem.
